Compound activity from PubChem BioAssay.
LYP inh 2: blocks human PTPN22 phosphatase activity; inhibition, % at 2 µM; 0.21% of 96,000 active; recombinant LYP catalytic domain, DiFMUP fluorescence; Q9Y2R2; AID 640;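 active = inhibition at 2 µM at or above a set limit, the screen mean plus 3 SD, cut at about 24% in these data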;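 note: 0% = DMSO with enzyme and 100% = enzyme fully blocked by orthovanadate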
hDAT+cocaine: changed human dopamine transporter uptake under cocaine IC80. Q01959. LLC-PK1 hDAT cells, [14C]-dopamine uptake with cocaine IC80; actives deviate in either direction. B-score at 10 µM. 1.3% of 110,000 active;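 active = Z score or B-score, a plate-position-corrected score, falls beyond the plate's 99.7% confidence bounds, in either direction; inactive = both scores lie inside the 99.7% bounds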;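 note: scored against the spread of the other compound wells on the same plate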
Target sequence (Q01959 whole entry, looked up): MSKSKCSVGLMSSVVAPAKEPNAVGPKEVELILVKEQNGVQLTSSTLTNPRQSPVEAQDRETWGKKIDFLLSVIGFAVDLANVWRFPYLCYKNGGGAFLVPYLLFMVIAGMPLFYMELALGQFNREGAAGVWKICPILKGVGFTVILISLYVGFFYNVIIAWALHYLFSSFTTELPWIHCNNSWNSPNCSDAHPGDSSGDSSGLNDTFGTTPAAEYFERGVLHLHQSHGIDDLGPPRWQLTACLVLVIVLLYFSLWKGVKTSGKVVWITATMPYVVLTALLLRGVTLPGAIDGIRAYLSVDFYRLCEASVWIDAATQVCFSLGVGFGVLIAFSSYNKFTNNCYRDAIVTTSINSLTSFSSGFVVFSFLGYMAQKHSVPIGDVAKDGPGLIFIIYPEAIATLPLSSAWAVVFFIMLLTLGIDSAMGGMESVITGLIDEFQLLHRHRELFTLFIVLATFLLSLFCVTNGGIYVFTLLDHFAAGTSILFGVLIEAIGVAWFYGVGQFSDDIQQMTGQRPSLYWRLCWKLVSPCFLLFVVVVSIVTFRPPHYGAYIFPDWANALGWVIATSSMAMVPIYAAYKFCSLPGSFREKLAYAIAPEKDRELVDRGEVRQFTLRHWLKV
Calb biofilm kill: kills Candida albicans biofilms | C. albicans biofilm + clotrimazole, Alamar Blue | 0.14% of 85,000 active | inhibition, % at 6 µM | AID 834;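 active = inhibition above 20%; inactive = inhibition below 20%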;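 note: preformed 24 hr biofilms exposed to compound for 48 hr; 0% = biofilm without compound and 100% = blank killed by clotrimazole plus chlorhexidine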
VCAM1 TNFa inh: reduces TNF alpha induced VCAM1 expression in HUVEC | HUVEC TNFa-induced VCAM-1 immunofluorescence, high-content imaging | inhibition, % at 2 µM | 0.48% of 95,000 active;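 active = inhibition above the batch mean plus 3 SD, with images confirmed as a hit by eye, cut at about 37% in these data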;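 note: 0% = TNF-stimulated DMSO wells and 100% = unstimulated control wells; not every result past the cut was called active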
HUVEC tox IL1B: toxic to HUVEC cells under IL-1B stimulation | HUVEC cell count loss, Hoechst imaging, IL-1B stimulated | cell count reduction, % at 2 µM | 0.41% of 94,000 active | AID 845;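 active = cell count reduction more than 3 SD above the screen-wide mean, cut at about 70% in these data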;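 note: normalized per plate to untreated control cells as the no-loss baseline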
MT1-MMP txn act: MT1-MMP promoter transcription activation; activation factor at 10 µM; HT1080 MT1-MMP promoter luciferase reporter, luminescence, overnight; active compounds read high; 0.16% of 86,000 active;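 active = activation factor of at least 2 for MT1-MMP transcription at 10 µM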
Smad3 inh: Smad3 (human) transcription factor binding inhibition. inhibition, % at 25 µM. AID 630. P84022. 0.29% of 88,000 active. TR-FRET Smad3/Dy647-FoxH1 peptide binding, europium anti-His;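 active = compounds that reduce the energy-transfer binding signal between the protein and its labelled peptide by more than half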;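 note: 0% = Smad3 plus labelled peptide maximal FRET and 100% = peptide-only background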
Target sequence (P84022 whole entry, looked up): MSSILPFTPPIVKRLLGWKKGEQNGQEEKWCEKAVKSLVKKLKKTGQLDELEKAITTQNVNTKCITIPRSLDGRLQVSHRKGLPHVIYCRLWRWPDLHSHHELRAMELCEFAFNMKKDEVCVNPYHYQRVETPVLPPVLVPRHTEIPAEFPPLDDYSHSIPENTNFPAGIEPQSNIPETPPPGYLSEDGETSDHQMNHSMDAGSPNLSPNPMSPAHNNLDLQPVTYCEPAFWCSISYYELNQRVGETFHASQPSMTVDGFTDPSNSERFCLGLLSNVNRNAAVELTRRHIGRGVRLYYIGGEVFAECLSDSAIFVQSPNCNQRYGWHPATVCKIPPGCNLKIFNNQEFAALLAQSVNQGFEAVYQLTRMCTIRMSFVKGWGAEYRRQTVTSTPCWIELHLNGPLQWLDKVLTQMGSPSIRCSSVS
cytoskel mod: cytoskeleton assembly modification; AID 836; inhibition, % at 2 µM; HUVEC TNFa F-actin phalloidin imaging, high content; 0.18% of 91,000 active;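 active = inhibition above the batch mean plus 3 SD and confirmed as a hit by visual image inspection, cut at about 30% in these data, passing the limit was not always enough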; note: strong numbers were not always called active
TNFa cytotox: toxic to HUVEC cells under TNF alpha stimulation | HUVEC TNFalpha-stimulated, Hoechst cell count, imaging | AID 848 | cell count reduction, % at 2 µM | 0.17% of 93,000 active;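 active = cell count reduction exceeding the screen mean by over 5 SD, scaled to untreated wells per plate, cut at about 78% in these data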;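 note: cells counted after 24 h of TNF alpha exposure following the 1 h pretreatment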
* hit, by the source's call; x = no result given; [ ] = dose if it differs, or a comment.

SMILES	LYP inh 2	hDAT+cocaine	Calb biofilm kill	VCAM1 TNFa inh	HUVEC tox IL1B	MT1-MMP txn act	Smad3 inh	cytoskel mod	TNFa cytotox
COC(=O)c1c(C)n(Cc2ccc3c(c2)OCO3)c2ccc(O)cc12	-6	-1.7	0	4	-77	1	1	-25	9
c1ccc2c(CNC3CCCCC3)c[nH]c2c1	-1	-0.85	3	3	-1	1.1	-10	14	-11
CCCN1CCC2(CC1)NC(CO)(CO)CO2	-4	0.013	x	28	-16	1.1	x	-5	2
Clc1ccccc1Nc1ncnc(-n2cccc2)n1	6	0.75	x	-6	7	x	x	5	4
CC(c1ccccc1F)n1cc(C(=O)Nc2ccc3nc[nH]c3c2)nn1 (stereo unspecified)	13	1.5	6	60	32	0.9	-1	-33	80*
CCCCNC(=O)Nc1ccc(C(O)(C(=O)OCC)C(F)(F)F)cc1 (stereo unspecified)	0	-0.097	6	4	-73	1.1	-1	43	-22
CN1C(=O)C(Cc2cccs2)C(=O)N(C)C1=O	-4	0.17	13	1	-6	1.2	-1	-1	-4
Fc1ccc(C2=CCN(C(c3cccs3)c3nnnn3CCc3ccccc3)CC2)cc1 (stereo unspecified)	1	0.056	5	-2	4	1.2	3	-10	-12
COc1ccc(C2SCC(=O)Nc3c2c(C)nn3-c2ccccc2)cc1 (stereo unspecified)	1	0.55	4	6	-76	1.2	10	-5	-25
COc1cc(/C=N/NC(=O)CN2CC(c3ccccc3)CC2=O)ccc1OC(=O)N(C)C (stereo unspecified)	12	1.2	x	-12	0	x	x	25	-2
COCCOC(=O)c1c(N)n(Cc2ccccc2)c2nc3ccccc3nc12	x	0.58	3	x	x	1	0	x	x
CN(C)P1(N(C)C)=Nc2c(c(N)nn2C)C(c2ccccc2)=N1	-2	0.45	5	-24	-8	1.1	2	34	-54
O=C(Nc1ccc2ccccc2c1)c1nn(C23CC4CC(CC(C4)C2)C3)cc1Br	16	-0.39	x	22	7	x	x	-21	1
CCCN(CC#CCOc1ccc(OC)cc1)CCC	6	0.086	6	5	-3	1.1	9[fluorescence artefact?]	5	-8
Oc1c(Br)cc(Br)cc1CN1CCN(Cc2ccccc2)CC1	8	0.53	6	19	24	1.3	17	1	-2
N#CC1=C(N)Oc2c(c(=O)oc3ccccc23)C1c1ccncc1 (stereo unspecified)	4	-0.58	x	7	8	x	x	-22	-9
c1ccc(C2CC3CC(c4ccco4)N2O3)cc1 (stereo unspecified)	0	-0.47	6	-5	-7	1.4	-6	-17	-22
Cn1c(O)c(/C=N/c2ccccn2)c(=O)n(C)c1=O	x	0.67	4	x	x	1	7	x	x
O=C1NC(=O)C(=Cc2cn(CCOc3ccc4c(c3)OCO4)c3ccccc23)C(=O)N1	26*	-0.073	-1	-9	2	1.3	8[fluorescence artefact?]	-8	7
Cc1ccc(S(=O)(=O)N2CN3CCN(C3)C2)cc1	-5	-1.4	4	-9	2	1	15	0	-15
Cc1ccc(S(=O)(=O)Cc2ccc(C(=O)N3CCC4(CC3)OCCO4)o2)cc1	-3	0.31	6	11	-11	1.2	-3	10	-2
Cc1cc([P+](=O)O)c(C)n1-c1ccc(Br)cc1	-2	0.013	4	12	2	1.2	-4	33	-5
CCC(=NCCc1ccccc1)c1c(O)n(C2CCCCC2)c(=O)[nH]c1=O	17	0.92	5	-1	-132	1.1	0	6	-20
O=C(CCN1CCCCC1)NCC(=O)Nc1ccc(Br)cc1C(=O)c1ccccc1	18	0.086	x	6	1	x	x	10	-2

Brought forward from above: 3 compounds, followed by the next part.
SMILES	LYP inh 2	hDAT+cocaine	Calb biofilm kill	VCAM1 TNFa inh	HUVEC tox IL1B	MT1-MMP txn act	Smad3 inh	cytoskel mod	TNFa cytotox
Cc1cc([P+](=O)O)c(C)n1-c1ccc(Br)cc1	-2	0.013	4	12	2	1.2	-4	33	-5
CCC(=NCCc1ccccc1)c1c(O)n(C2CCCCC2)c(=O)[nH]c1=O	17	0.92	5	-1	-132	1.1	0	6	-20
O=C(CCN1CCCCC1)NCC(=O)Nc1ccc(Br)cc1C(=O)c1ccccc1	18	0.086	x	6	1	x	x	10	-2
Fc1ccccc1CCNCc1cccc(Cl)c1Cl	9	-1.6	x	-16	1	x	x	x	13
CCC(=Nc1ccc(OC)cc1OC)c1c(O)n(C)c(=O)n(C)c1=O	-12	0.17	4	1	-1	1.1	-6	29	-18
N#Cc1ccccc1Cn1cc(C(=O)C2CC2)c2ccccc21	-17	0.14	11	14	-2	1.1	8	14	-14
O=c1cccc2n1CC1CC2CN(c2ncnc3c2cnn3-c2ccc(Cl)cc2)C1 (stereo unspecified)	x	-0.29	9	x	x	1.2	13	x	x
CCN(CC)CCCOC(=O)C(OC)(c1ccccc1)c1ccccc1	16	-0.52	7	1	2	1	5	x	-28
CC(=O)N1CCN(c2ccc(N=Cc3c(O)n(-c4ccc(Cl)cc4)c(=O)[nH]c3=O)cc2)CC1	1	-0.0036	4	-5	-82	1	5	6	-13
COc1ccc(CCNCc2ccncc2)cc1OC	2	-0.82	x	2	2	x	x	-18	-10
c1cc2n(c1)-c1c(ccc3c1OCO3)CNC2c1ccc2c(c1)OCO2 (stereo unspecified)	-12	0.12	x	-9	-20	1.2	x	20	-21
ClC1=CCC2CN(CCN3CCCCC3)CC2C1 (stereo unspecified)	x	0.03	3	x	x	1.1	-9	x	x
O=c1cc(C2CCNCC2)[nH][nH]1	7	1.1	4	2	10	1.2	9	x	-21
O=C(c1ccccc1)c1cn(CC(=O)N2CCCc3ccccc32)c2ccccc12	0	-0.04	2	7	-3	1.1	-16	6	-10
CCOC(=O)CC1=C(C(=O)OCC)C2(C(=O)Nc3ccccc32)C(C#N)=C(N)O1 (stereo unspecified)	4	0.0028	8	9	2	1.1	0	-6	-8
CCN1CCN(Cc2cc(OC)c(OC)cc2[N+](=O)[O-])CC1	-8	0.11	x	14	-31	x	x	16	-20
Cc1cccc(C(=O)Nc2ccc(Cl)cc2C(=O)c2ccccc2)c1	12	0.12	x	-14	-63	x	x	20	35
COC(=O)C(O)(c1cn(C)c2ccccc12)C(F)(F)F (stereo unspecified)	-4	-2.1	5	2	-12	1.2	-6	26	-26
CCOC(=O)N(CC)c1ccc(C(O)(C(=O)OCC)C(F)(F)F)cc1 (stereo unspecified)	x	-0.6	7	x	x	1.2	-8	x	x
CCOc1ccccc1N1C(=O)NC(=O)C(CCc2ccncc2)(CCc2ccncc2)C1=O	0	0.77	8	10	-21	1.3	17	33*	0
CN(C)C(=O)CSc1nnc([C@@H](N)Cc2ccccc2)o1	3	-1.3	0	1	-18	1.2	3	11	-3
CCCCc1nc2ccccc2c(=O)n1-c1ccccc1[N+](=O)[O-]	-12	-0.18	x	-12	-5	x	x	5	-31
O=C1NC(=O)[C@]2(Cc3ccccc3N3CCN(c4ccccc4)CC32)C(=O)N1c1ccccc1 (stereo partly specified)	6	0.076	6	5	-30	1	0	3	-30
CCOC(=O)c1c(C)c(P(=S)(N2CCOCC2)N2CCOCC2)n(C)c1C	3	0.42	5	37	-17	1.1	6	x	38
CCC(C)NC(=O)c1c(N)n(CC2CCCO2)c2nc3ccccc3nc12 (stereo unspecified)	x	1.8	-3	x	x	0.9	18	x	x
CCN(CC)c1ccc(N=Cc2c(O)n(-c3cc(OC)ccc3OC)c(=O)[nH]c2=O)cc1	13	2.2	14	26	-3	1.2	-11	7	3
COC(=NC1CCCCC1)C(O)c1c[nH]c2ccccc12 (stereo unspecified)	-9	-1.4	0	-6	-5	1	-1	-10	-2
CCOC(=O)Cn1cc(C(=O)c2ccccc2F)c2ccccc21	-2	1	14	12	-31	1.2	-7	-10	11
COc1ccc(-c2nc(CSCC(=O)N3CCC4(CC3)OCCO4)c(C)o2)cc1OC	-3	0.8	6	-1	-51	0.9	-7	x	-37
C=CCn1c(O)c(C(C)=NCCO)c(=O)[nH]c1=O	-6	-0.021	x	-12	-18	x	x	-30	0
Cc1ccc(N=Nc2c(O)[nH]c(=O)[nH]c2=O)c([N+](=O)[O-])c1	-3	-0.39	x	12	-29	x	x	28	-16
Cc1cc(C)nc(/N=C(\N)c2c(O)[nH]c(=O)[nH]c2=O)n1	-1	0.54	x	11	-25	x	x	-10	-4
CN(C)CCCN=Cc1c(O)n(CCc2ccc(F)cc2)c(=O)[nH]c1=O	-9	x	4	-14	x	1.1	4	10	-13
COC(=O)C1C2c3ccccc3OC1(C)N=c1s/c(=C/c3cn(C)nc3C)c(=O)n12 (stereo unspecified)	-4	0.47	-2	-16	39	1.1	10	28	-1
O=C1NC(=O)C2(Cc3ccccc3N3CCCC32)C(=O)N1c1cccc(Cl)c1 (stereo unspecified)	x	-0.55	4	x	x	1.2	5	x	x
CCN1CCN(C(=O)COc2cc(=O)n(CC)c3ccccc23)CC1	2	-2.2	9	2	24	1.2	-5	-21	15
Cc1cc(NCCN)nc2ccccc12	-4	x	x	15	-4	x	x	0	-32
CC(=O)c1ccc2c(c1)C1C(Cl)C(Sc3ccccc3[N+](=O)[O-])CC1C(c1ccccc1[N+](=O)[O-])N2 (stereo unspecified)	-8	-0.059	6	-12	-36	1.3	3	-66	-3
c1ccc2c3c([nH]c2c1)CNCC3	x	-0.27	17	x	x	1	10	x	x
COc1ccccc1N=Cc1c(O)n(C)c(=O)n(C)c1=O	-9	-0.011	2	0	-6	1.5	3	-9	-28
O=C1C2CCCN2C(c2cccc(Cl)c2)N1c1ccccn1 (stereo unspecified)	-4	1.1	1	-30	-57	1.2	5	-24	-3
C(#CCN1CCOCC1)COCc1ccccc1	-5	-0.97	-3	8	-8	1.2	1	-12	-9
Nc1cccc(N=Cc2c(O)n(Cc3ccc(F)cc3)c(=O)[nH]c2=O)c1	-4	-0.28	x	4	-3	1	x	-8	-8
CC1SC2(CN3CCC2CC3)NC1=O (stereo unspecified)	-1	-0.021	-2	-3	-9	1	-3	40	-21
CCCCn1c(N)c(C(=O)NCc2cccs2)c2nc3ccccc3nc21	21	-1.2	6	-2	-20	1	9	-16	-9
CC1CN(O)C2CCc3c(no[n+]3[O-])C12O (stereo unspecified)	2	0.65	2	14	-106	1.2	0	0	-15
O=c1c2ccccc2nc(N2CCCC2)n1-c1ccc(Cl)cc1	5	-0.099	8	42	-1	1.2	1	-28	56
C#CCN1C(=O)C2(C(C#N)=C(N)OC(C)=C2C(=O)OCc2ccccc2)c2ccccc21 (stereo unspecified)	1	1	8	22	2	1.2	-9	-8	-29
Cc1ccccc1CS(=O)(=O)Cc1ccc(C(=O)N2CCC3(CC2)OCCO3)o1	-4	x	9	8	-14	1.1	5	-12	-31
CCCCCCN=C(CC)c1c(O)n(CCCC)c(=O)[nH]c1=O	7	1.4	7	-33	-18	1.2	6	10	-21
Clc1ccc(C2N3CCCN23)c(Cl)c1 (stereo unspecified)	0	0.048	6	7	14	x	8	3	0
O=C(COc1ccc2ccccc2c1)N1CCN(Cc2c[nH]c3ccccc23)CC1	4	-0.36	x	18	-19	x	x	-8	-3
COC(=O)CC1(Cc2ccccc2)C(=O)NC(=O)NC1=O	10	0.64	0	4	-27	1.1	-7	-6	-16
CCOC(=O)/C(CCCN(CC)CC)=N\O	-8	-0.2	-1	10	-16	1.1	-16	8	7
Cc1cc(OC(=O)c2ccco2)c2c3c(c(=O)oc2c1)CCC3	2	-0.87	4	-10	12	1.1	-3	9	-22
CN(C)C(=O)Nc1cccc(OC(=O)N(C)C)c1	-22	-0.85	8	35	-22	1.2	4	-10	-16

A portion of the library, so the mix of outcomes need not match the whole.
